HPDE-C7K KRASV12: cytotoxicity in KRAS-transformed pancreatic duct cells, primary screen, cell-based, fluorescence, HTS (AID 431) | HPDE-C7K KRASV12 cells, Alamar Blue viability, 48 h; higher % means a stronger effect | cytotoxicity, % at 10 µM, or EC50 in µM where a hit was titrated | 1.7% of 63,000 active;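 active means compounds whose percent cytotoxicity in the single-dose primary screen, scaled between solvent and toxic-drug controls, exceeds 50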;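 further: 0% = DMSO solvent wells and 100% = doxorubicin-treated wells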
TNAP inhibition: human TNAP enzyme inhibitors, biochemical, luminescent (AID 518); purified TNAP enzyme, luminescent substrate readout; higher % means a stronger effect; inhibition, % at 20 µM; hits with a dose series show IC50 in µM; 0.09% of 64,000 active; in the data active means a potency from the dose series; inactive means the rest, 99 in 100 with inhibition below about 22%;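 further: plate controls were vehicle for no effect and reference inhibitor for full effect; many of its hits are not listed in these tables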
Bfl-1 inhibitors: displacement of Bid BH3 peptide from Bfl-1 – biochemical, fluorescence polarization, FITC-Bid, mouse, primary screen (AID 432); FITC-Bid BH3 peptide fluorescence polarization displacement; higher % means a stronger effect; displacement, % at 20 µM, or IC50 in µM where a hit was titrated; 0.02% of 64,000 active; in the data active means a potency from the dose series; inactive means the rest, 99 in 100 with displacement below about 15%; further: strong numbers were not always called active
HPDE-C7 cytotoxicity: HPDE-C7 pancreatic duct cell viability loss – fluorescence, HTS (AID 430); HPDE-C7 pancreatic duct cells viability, fluorescence; higher % means a stronger effect; one-dose cytotoxicity, % at 10 µM; EC50 in µM for titrated hits; 1.8% of 63,000 active;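 further: cells exposed to compound for 48 hours before viability readout; 0% = vehicle and 100% = reference cytotoxic drug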
Spn MK inh: S. pneumoniae mevalonate kinase inhibition; purified MK, PK/LDH-coupled NADH absorbance 340 nm; inhibition, % at 10 µM; 0.48% of 65,000 active;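 active means ranked among the strongest by inhibition in the single 10 µM screen, a fixed top-ranked set picked for dose follow-up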; further: no value below 0 was filed
PMK inhibit: S. pneumoniae PMK inhibition; purified PMK, PK/LDH-coupled NADH absorbance 340 nm; inhibition, % at 10 µM; 0.49% of 65,000 active;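 active means top-ranked compounds by inhibition in the single 10 µM screen, taking a fixed number of the strongest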;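 further: 0% = full reaction with DMSO carrier and 100% = background rate without enzyme reaction; no value below 0 was filed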
DPM-DC inhibit: S. pneumoniae DPM-DC inhibition | purified DPM-DC, PK/LDH coupled NADH fluorescence | calls only at 10 µM | 0.49% of 65,000 active;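 active means the 320 compounds with the highest percent inhibition in the single-dose primary screen, excluding strongly autofluorescent ones, cut at about 32% in these data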;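 further: kinetic rate of NADH fluorescence loss reporting ADP formed by the decarboxylase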
HT1080 viability: cytotoxicity in HT1080 fibrosarcoma cells, cell-based, fluorescence readout (AID 620) | cytotoxicity, % at 10 µM; hits with a dose series show EC50 in µM | HT1080 viability, fluorescence; higher % means a stronger effect | 0.42% of 87,000 active;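 further: cells exposed to compound overnight then 4 h with Alamar Blue; 0% = vehicle DMSO and 100% = killing control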
LYP phosphatase: inhibition of human PTPN22 tyrosine phosphatase – biochemical, DiFMUP fluorescence, recombinant catalytic domain, 10 µM, primary screen (AID 606); recombinant LYP catalytic domain, DiFMUP fluorescence; higher % means a stronger effect; one-dose inhibition, % at 10 µM; IC50 in µM for titrated hits; 52,000 tested, under 10 active;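 active means IC50 under 40 µM in the dose-response test; inactive means IC50 of 40 µM or more, or never dose-tested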
PMK inhibit pilot replicates: also measured in PMK inhibit; calls as there; inhibition, %; measured here: pilot screen replicates
Spn MK inh pilot replicates: further read-out of Spn MK inh, marked with its call; inhibition, %; measured here: pilot screen replicates
DPM-DC inhibit pilot screen %: recorded beside DPM-DC inhibit, whose call it bears; inhibition, %; measured here: pilot screen trials
* hit, by the source's call; i = inactive; . = not tested or not shown. Unless noted, no stated cut-off is given here; in the data, active means cytotoxicity above about 50%; inactive means the rest. Only part of the results is shown; the hit share may differ from the screen's.

SMILES	HPDE-C7K KRASV12	TNAP inhibition	Bfl-1 inhibitors	HPDE-C7 cytotoxicity	Spn MK inh	PMK inhibit	DPM-DC inhibit	HT1080 viability	LYP phosphatase	others
CCC(=NCc1cccnc1)c1c(O)n(C2CCCCC2)c(=O)[nH]c1=O	-8%	10%	-3%	-33%	3	9	i	-3%	-1%
Cc1nc2cc(-c3ccccc3)nn2c(C)c1CCC(=O)N1CCC2(CC1)OCCO2	-17%	-1%	-6%	-20%	2	1	i	-7%	.
O=C(Nc1ccc2c(c1)OCO2)c1cn(Cc2ccc(F)cc2)nn1	27%	2%	3%	-6%	4	5	i	36%	.
Nc1c(C(=O)NCCN2CCOCC2)c2nc3ccccc3nc2n1Cc1ccco1	21%	3%	1%	6%	14	9	.	0%	.
CCC(=NC1CC1)c1c(O)n(C2CCCCC2)c(=O)[nH]c1=O	8%	8%	0%	1%	5	8	i	15%	-1%
C=Cn1ccnc1P(=S)(c1ccc(N(C)C)cc1)c1nccn1C=C	-9%	-5%	-4%	-16%	8	0	i	10%	.
C=CCN1C(=O)C2(C(C(=O)OCC)=C(N)Oc3c2c(=O)oc2ccccc32)c2ccccc21 (centres undefined)	-8%	13%	8%	-15%	10	8	i	-22%	.	PMK inhibit pilot replicates=2.0;Spn MK inh pilot replicates=0.0;DPM-DC inhibit pilot screen %=2.0
CCCS(=O)(=O)N1CCCC(C(=O)N2CCC3(CC2)OCCO3)C1 (centres undefined)	-8%	-2%	2%	1%	4	12	i	5%	.
CC1(C)CC(=O)C=C(NCCN2CCN(C(=O)Cc3ccc(Cl)cc3)CC2)C1	6%	10%	0%	-8%	8	7	i	3%	9%	PMK inhibit pilot replicates=2.0;Spn MK inh pilot replicates=4.0;DPM-DC inhibit pilot screen %=0.5
CCN(CC)CCCN=Cc1c(O)n(-c2cccc(C)c2C)c(=O)[nH]c1=O	4%	8%	-4%	-6%	6	5	i	5%	-2%
Cn1c(O)c(C=NCCCN2CCCC2=O)c(=O)n(C)c1=O	5%	2%	-8%	2%	5	14	i	-9%	4%
CN1CCN(C(=O)COc2ccc3ccccc3c2Br)CC1	-11%	14%	-2%	-2%	8	8	i	5%	5%
Cn1ncnc2c(=O)n(C)c(=O)nc1-2	0.64µM*	3%	1%	0.47µM*	2	0	i	.	.
CC(=NCCCN1CCOCC1)c1c(O)[nH]c(=O)[nH]c1=O	3%	6%	2%	3%	11	9	i	-8%	.
Cc1ccc2occ(CN3CC4CC(C3)c3cccc(=O)n3C4)c(=O)c2c1 (centres undefined)	4%	2%	8%	2%	5	8	i	3%	3%
CCOc1ccccc1-n1c(O)c(C=NCc2ccc3c(c2)OCO3)c(=O)[nH]c1=O	-8%	4%	-5%	-17%	6	7	i	-2%	12%
COc1ccc(OC)c(CN2CCN(C(=O)COc3cccc(C)c3)CC2)c1	-2%	7%	-1%	-3%	38	16	i	-29%	-5%
CC(C)OC12Oc3ccccc3C=C1N1CCC2CC1 (centres undefined)	6%	4%	3%	-3%	8	8	i	-14%	2%
COc1cccc(-c2nc(CS(=O)CC(=O)N3CCC4(CC3)OCCO4)c(C)o2)c1 (centres undefined)	-13%	-1%	9%	-14%	5	2	i	2%	.
C[n+]1ccc(-c2ccncc2)cc1	-8%	13%	-6%	-6%	13	7	i	-4%	8%

Looked up by structure from the list above (five):
SMILES	HPDE-C7K KRASV12	TNAP inhibition	Bfl-1 inhibitors	HPDE-C7 cytotoxicity	Spn MK inh	PMK inhibit	DPM-DC inhibit	HT1080 viability	LYP phosphatase	others
C=CCN1C(=O)C2(C(C(=O)OCC)=C(N)Oc3c2c(=O)oc2ccccc32)c2ccccc21 (centres undefined)	-8%	13%	8%	-15%	10	8	i	-22%	.	PMK inhibit pilot replicates=2.0;Spn MK inh pilot replicates=0.0;DPM-DC inhibit pilot screen %=2.0
CCOc1ccccc1-n1c(O)c(C=NCc2ccc3c(c2)OCO3)c(=O)[nH]c1=O	-8%	4%	-5%	-17%	6	7	i	-2%	12%
CC1(C)CC(=O)C=C(NCCN2CCN(C(=O)Cc3ccc(Cl)cc3)CC2)C1	6%	10%	0%	-8%	8	7	i	3%	9%	PMK inhibit pilot replicates=2.0;Spn MK inh pilot replicates=4.0;DPM-DC inhibit pilot screen %=0.5
Cn1ncnc2c(=O)n(C)c(=O)nc1-2	0.64µM*	3%	1%	0.47µM*	2	0	i	.	.
CCN(CC)CCCN=Cc1c(O)n(-c2cccc(C)c2C)c(=O)[nH]c1=O	4%	8%	-4%	-6%	6	5	i	5%	-2%

Further compounds.
SMILES	HPDE-C7K KRASV12	TNAP inhibition	Bfl-1 inhibitors	HPDE-C7 cytotoxicity	Spn MK inh	PMK inhibit	DPM-DC inhibit	HT1080 viability	LYP phosphatase	others
CCOC(=O)[C@]1(C#N)[C@@H]2C=CC(C(C)=O)=CN2[C@@H](C(N)=O)[C@@H]1c1ccsc1	10%	14%	82%	11%	6	5	i	15%	.
Cc1ccc2c(c1)CC1(CN2C)C(=O)NC(=O)N(C(C)C)C1=O (centres undefined)	-2%	9%	0%	-19%	9	14	i	18%	-5%
CCOC(=O)C1=C(C)N(C)C2(C)CC1c1ccccc1O2 (centres undefined)	-10%	10%	-9%	-5%	8	10	i	8%	-12%
O=c1c2ccccc2nc(-c2ccco2)n1-c1ccccn1	-7%	4%	-2%	-8%	7	14	i	8%	7%
CCC(=NCCCN1CCOCC1)c1c(O)n(Cc2ccccc2)c(=O)[nH]c1=O	13%	11%	1%	-2%	4	8	i	6%	13%	PMK inhibit pilot replicates=2.0;Spn MK inh pilot replicates=0.5;DPM-DC inhibit pilot screen %=1.0
CCOC(=O)C1CCN(/C=C2/C(=O)NC(=O)N(Cc3ccco3)C2=O)CC1	11%	11%	0%	3%	9	0	i	4%	4%
Cc1c(N=Cc2c(O)n(CCc3ccccc3)c(=O)[nH]c2=O)c(=O)n(-c2ccccc2)n1C	-2%	4%	-5%	4%	15	1	i	-13%	.
Cc1cc(S(=O)(=O)NC(C)C)ccc1OCC(=O)N1CCN(Cc2ccc3c(c2)OCO3)CC1	-5%	0%	4%	2%	7	0	i	-7%	7%
COc1ccccc1N1CCN(C(CNC(=O)Oc2ccccc2)c2cccnc2)CC1 (centres undefined)	-12%	9%	-2%	-13%	6	11	i	-1%	14%
C=C1CC[C@@]2(O)[C@H]3Cc4ccc(O)c5c4[C@@]2(CCN3CC2CC2)[C@H]1O5	18%	10%	4%	-8%	5	4	i	5%	17%	PMK inhibit pilot replicates=1.0;Spn MK inh pilot replicates=2.0;DPM-DC inhibit pilot screen %=2.0
Cc1ccc(Cn2nnnc2CN2CCC(n3nnc4cc(C)ccc43)CC2)cc1	-4%	3%	2%	-11%	3	7	i	11%	-11%
O=C(O)c1nonc1-c1nonc1C(=O)O	-7%	7%	11%	-18%	5	13	i	6%	5%	PMK inhibit pilot replicates=1.0;Spn MK inh pilot replicates=0.0;DPM-DC inhibit pilot screen %=1.0
CC#CP(=O)(OCC)C(O)(c1ccccc1)C(F)(F)F (centres undefined)	-2%	15%	2%	-12%	9	6	i	2%	14%	PMK inhibit pilot replicates=0.0;Spn MK inh pilot replicates=0.0;DPM-DC inhibit pilot screen %=0.0
CCOC(=O)C1=C(N)OC2=C(C(=O)CC(C)(C)C2)C12C(=O)Nc1ccccc12 (centres undefined)	3%	10%	0%	-16%	0	0	i	-14%	.
Cn1cccc1CNCCc1ccccc1F	-6%	7%	-9%	-15%	8	15	i	-5%	-6%
O=c1c2ccccc2nc(-c2cccs2)n1-c1cnccn1	15%	8%	-3%	2%	8	12	i	7%	12%
Cc1ccc(CN2CC3CC(C2)c2cccc(=O)n2C3)cc1 (centres undefined)	-9%	7%	-2%	-13%	2	0	i	-1%	11%
CCOC(=O)C1CN(C)CCC1=O (centres undefined)	7%	10%	-5%	5%	4	0	i	-10%	-5%
O=C1c2ccccc2C2(c3ccc(Cl)cc3)NCCN12 (centres undefined)	-14%	7%	-5%	-10%	6	15	i	-1%	1%
Cc1ccc2c(c1)C1CN(C)CCC1N2S(=O)(=O)c1ccccc1 (centres undefined)	2%	12%	1%	-1%	8	5	i	1%	.
Cc1cc(OC(=O)CCNC(=O)OC(C)(C)C)c2c3c(c(=O)oc2c1)CCC3	-3%	15%	1%	2%	1	9	i	17%	8%
c1cncc(CNC2=NCCCCC2)c1	-1%	5%	-7%	-5%	2	10	i	-3%	7%	PMK inhibit pilot replicates=1.5;Spn MK inh pilot replicates=0.0;DPM-DC inhibit pilot screen %=0.0
CC(=NCc1ccc2c(c1)OCO2)c1c(O)[nH]c(=O)[nH]c1=O	16%	2%	-1%	-1%	3	0	i	3%	-5%
CCCCn1c(N)c(C(=O)NCCN2CCOCC2)c2nc3ccccc3nc21	-9%	-17%	7%	1%	0	14	.	-2%	.
NCCc1ccc(O)cc1	20%	14%	-7%	24%	9	7	i	-2%	3%	PMK inhibit pilot replicates=4.0;Spn MK inh pilot replicates=0.0;DPM-DC inhibit pilot screen %=1.5
Cn1c(C(=O)N2CCC(C(=O)N3CCC4(CC3)OCCO4)CC2)cc2sccc21	7%	2%	-2%	-6%	10	13	i	3%	0%
c1ccc2c(c1)OCC(C1=NCCN1)O2 (centres undefined)	9%	8%	-2%	-8%	8	7	i	23%	6%	PMK inhibit pilot replicates=1.0;Spn MK inh pilot replicates=2.0;DPM-DC inhibit pilot screen %=0.0
CN(C)CCN=Cc1c(O)n(-c2cccc3ccccc23)c(=O)[nH]c1=O	-10%	5%	-2%	2%	4	11	i	3%	14%	PMK inhibit pilot replicates=0.0;Spn MK inh pilot replicates=0.0;DPM-DC inhibit pilot screen %=0.0
CC1(C)CC(=O)C(C=NCCN2CCN(C(=O)Cc3ccc(Cl)cc3)CC2)=C(O)C1	7%	14%	-3%	0%	8	3	i	0%	3%
Cc1ccc2cc3cc(C(=O)N4CCC5(CC4)OCCO5)oc3nc2c1	4%	2%	-3%	-4%	5	12	i	-9%	-8%
COCCOC(=O)C1=C(C)OC(N)=C(C(=O)OC)C12C(=O)Nc1ccccc12 (centres undefined)	-15%	7%	-7%	-32%	4	11	i	-25%	-13%
Cc1cccc(C)c1NC1=NCCCCS1	2%	2%	-2%	3%	10	4	i	3%	4%
O=C1c2ccccc2C(=O)N1Cc1nc2ccccc2c(=O)n1-c1cccnc1	-12%	-10%	3%	-14%	7	0	i	0%	-9%

Quoted from above (3 entries):
SMILES	HPDE-C7K KRASV12	TNAP inhibition	Bfl-1 inhibitors	HPDE-C7 cytotoxicity	Spn MK inh	PMK inhibit	DPM-DC inhibit	HT1080 viability	LYP phosphatase	others
CCC(=NCc1cccnc1)c1c(O)n(C2CCCCC2)c(=O)[nH]c1=O	-8%	10%	-3%	-33%	3	9	i	-3%	-1%
Cc1nc2cc(-c3ccccc3)nn2c(C)c1CCC(=O)N1CCC2(CC1)OCCO2	-17%	-1%	-6%	-20%	2	1	i	-7%	.
O=C(Nc1ccc2c(c1)OCO2)c1cn(Cc2ccc(F)cc2)nn1	27%	2%	3%	-6%	4	5	i	36%	.
